H69AR growth 86K: proliferation blockers of H69AR lung cancer cells, primary screen, cell-based, human, 86K library; H69AR lung tumor viability, ATP luminescence, 72 h; stronger effect = lower value; viability, % at 10 µM; 6% of 85,000 active; AID 598, 2007;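 active means viability at or below 40%; inactive means viability above 40%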;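 further: multidrug resistant small cell line overexpressing MRP-1 efflux transporter; 100% = mean luminescence of untreated control wells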
ERa SRC1 pot: enhancers of ERα–SRC-1 coactivator binding, primary screen, biochemical, TR-FRET, ERα LBD, low estradiol; TR-FRET ERalpha-LBD/SRC-Cy5 coactivator binding, 2 h; 100 = basal binding, no effect; coactivator binding (% of control), % at 25.6 µM; 1.3% of 86,000 active; in the data active means activity above about 200%;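 further: binding measured in presence of low estradiol as agonist stimulus; 0% = peptide alone without receptor and 100% = receptor with peptide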
sEH act: soluble epoxide hydrolase activators, primary screen, biochemical, human sEH. Bifunctional epoxide hydrolase 2 (Homo sapiens), P34913. purified human sEH enzymatic activity, activator screen. activation, % at 2 µM. 0.04% of 91,000 active. AID 717, 2007; in the data active means activation above about 37%; further: values of inactives mirror those of a sister screen read the other way
Smad3 FoxH1 inh: Smad3/FoxH1 peptide binding inhibitors, primary screen, biochemical, TR-FRET; Mothers against decapentaplegic homolog 3 (Homo sapiens), P84022; TR-FRET Smad3/Dy647-FoxH1 peptide binding, europium anti-His; inhibition, % at 25 µM; 0.29% of 88,000 active; AID 630, 2007;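 active means compounds that reduce the energy-transfer binding signal between the protein and its labelled peptide by more than half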;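 further: 0% = Smad3 plus labelled peptide maximal FRET and 100% = peptide-only background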
Target sequence (P84022 whole entry, looked up): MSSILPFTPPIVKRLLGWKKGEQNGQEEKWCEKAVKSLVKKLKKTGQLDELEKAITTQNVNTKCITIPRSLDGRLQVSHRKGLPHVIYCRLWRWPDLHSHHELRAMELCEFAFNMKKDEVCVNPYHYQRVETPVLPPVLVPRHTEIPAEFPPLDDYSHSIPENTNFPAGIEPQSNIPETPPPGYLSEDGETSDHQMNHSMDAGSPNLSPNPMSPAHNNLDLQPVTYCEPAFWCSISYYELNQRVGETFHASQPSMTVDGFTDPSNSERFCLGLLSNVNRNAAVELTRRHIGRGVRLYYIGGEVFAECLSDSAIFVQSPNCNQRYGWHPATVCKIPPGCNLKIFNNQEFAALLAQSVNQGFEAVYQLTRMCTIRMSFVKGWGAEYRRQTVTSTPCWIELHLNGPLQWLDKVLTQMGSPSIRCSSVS
Lung fibro prol: antiproliferative effect on LL 47 fibroblasts – human, LL 47 cells, CellTiter-Glo luminescence, primary screen. LL 47 human lung fibroblast viability, ATP luminescence; stronger effect = lower value. viability, % at 10 µM. 1.1% of 85,000 active;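 active means viability at or below 50% in the single dose screen; inactive means viability above 50%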;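 further: compound exposure lasted 72 h before the ATP readout; 100% = median luminescence of untreated cell-only wells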
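Assay system: human lung fibroblast line LL 47, low passage. Input: 1,150 fibroblasts seeded per well. Times: overnight cell rest, 72 h compound treatment at 37 °C. Evaluation: % viability of median cell-only signal. Technique: luminescent ATP detection, CellTiter-Glo. Control set: cell-only wells, no compound.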
HUVEC prolif 384: inhibitors of HUVEC proliferation, primary screen, cell-based, 384-well; CellTiter-Glo luminescence, 72 h; stronger effect = lower value; viability, % at 10 µM (by protocol); 1.1% of 86,000 active; AID 648, 2007;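 active means viability at or below 30%; inactive means viability above 30%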;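 further: 100% = median luminescence of DMSO-only cell control wells on each plate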
Candida biofilm: clotrimazole potentiators killing Candida biofilms, primary screen, with clotrimazole, Alamar Blue. C. albicans biofilm + clotrimazole. inhibition, % at 6 µM. 0.14% of 85,000 active. AID 834, 2007;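 active means inhibition above 20%; inactive means inhibition below 20%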;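 further: preformed 24 hr biofilms exposed to compound for 48 hr; 0% = biofilm without compound and 100% = blank killed by clotrimazole plus chlorhexidine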
ERa SRC1 inh: ERα–SRC-1 coactivator interaction inhibitors, primary screen, biochemical, TR-FRET, ERα LBD, estradiol-bound; TR-FRET ER-alpha LBD / SRC-1 peptide; 1.7% of 86,000 active; Estrogen receptor (Homo sapiens), P03372; AID 629, 2007; inhibition, % at 25.6 µM; in the data active means inhibition above about 50%;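 further: 0% = receptor plus peptide control and 100% = peptide only without receptor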
ERb SRC1 inh: inhibitors of ERβ-SRC1 coactivator interaction, primary screen, biochemical, TR-FRET, ERβ LBD, SRC-1 peptide; Estrogen receptor beta (Homo sapiens), Q92731; TR-FRET ER-beta LBD / SRC1-Cy5 peptide binding; receptor agonist-loaded with 1 µM estradiol; inhibition, % at 25.6 µM; 1.3% of 86,000 active;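 active means compounds whose percent inhibition of the receptor-coactivator binding signal exceeds about 50% in the single-dose screen, limit read from the data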;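 further: 0% = receptor plus peptide wells without compound and 100% = peptide-only wells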
Target sequence (Q92731 whole entry, looked up, the tested form may be a part): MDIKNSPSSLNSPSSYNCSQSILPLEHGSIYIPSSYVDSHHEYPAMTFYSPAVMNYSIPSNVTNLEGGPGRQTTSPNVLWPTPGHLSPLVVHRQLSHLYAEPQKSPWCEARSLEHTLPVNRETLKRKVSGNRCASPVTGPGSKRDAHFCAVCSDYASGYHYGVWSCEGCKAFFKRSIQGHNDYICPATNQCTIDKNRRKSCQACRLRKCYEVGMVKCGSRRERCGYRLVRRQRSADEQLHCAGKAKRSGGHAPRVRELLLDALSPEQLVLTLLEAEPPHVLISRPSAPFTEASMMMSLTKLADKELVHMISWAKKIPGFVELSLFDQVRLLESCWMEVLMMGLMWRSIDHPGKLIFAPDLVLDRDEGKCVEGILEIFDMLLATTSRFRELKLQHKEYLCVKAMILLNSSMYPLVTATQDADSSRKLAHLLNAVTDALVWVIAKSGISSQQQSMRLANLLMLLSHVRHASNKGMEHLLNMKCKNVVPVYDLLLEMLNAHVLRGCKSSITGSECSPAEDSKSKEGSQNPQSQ
Numbers without * were called inactive; nt = not tested or not shown; [ ] = remark or other dose. The list is partial; rates above refer to the full screens.

Molecule,ERb SRC1 inh,H69AR growth 86K,Candida biofilm,Smad3 FoxH1 inh,ERa SRC1 inh,HUVEC prolif 384,sEH act,ERa SRC1 pot,Lung fibro prol
CN1CCN(CC(O)COc2ccc(OCC(O)CN3CCN(C)CC3)cc2)CC1 (stereo not drawn),-10,88,6,-3,-6,101,6,115,99
CC1CCN(S(=O)(=O)c2cccc(C(=O)NCc3ccco3)c2)CC1,-2,106,4,3,-14,99,-4,97,nt
CCCc1cc(=O)n2[nH]c(-c3ccco3)nc2n1,2,97,-5,2,-8[fluorescence artefact?],90,8,110,106
O=C(NC1CCCCCCC1)c1ccc(S(=O)(=O)N2CCCC2)cc1,-8,88,7,10,20,101,-47,96,92
CCOC(=O)c1oc2ccc(OC)cc2c1NC(=O)CN1CCN(C)CC1,-13,75,6,16,-17,78,-4,116,93
Cc1ccn(S(=O)(=O)c2ccc(C(C)(C)C)cc2)n1,-21[fluorescence artefact?],47,6,1[fluorescence artefact?],-16,100,2,112,92
COc1ccc(Cl)cc1NC(=O)CSc1nnc(-c2ccncc2)n1CC1CCCO1 (stereo not drawn),-12,74,3,1,-11,93,-1,111,102
COCCn1nnnc1C(c1cc2c(C)cc(C)cc2[nH]c1=O)N1CCCCCC1 (stereo not drawn),9,61,2,-5,16,98,-9,76,99
O=C(NC12CC3CC(CC(C3)C1)C2)c1cncc(O)c1,-29,80,3,0,-28,92,-5,104,98
CC(=O)C1=C(C)NC(=O)NC1c1ccccc1OCC(=O)NCCc1ccccc1 (stereo not drawn),-16,86,-1,3,-7,97,7,109,98
O=C(Oc1cccc2cccnc12)c1ccco1,-8,1.5*,4,3,-19,64,0,103,5.2*
CCN(CC)S(=O)(=O)c1cccc(C(=O)Nc2cccc(C)c2)c1,1,25*,2,-2,-5,92,-64,100,102
CSCC[C@H](NC(=O)OC(C)(C)C)c1nnc(SCc2cccc(F)c2)o1,-5,nt,3,-4,-11,92,11,105,88
COc1ccc2nc(NCCO)[nH]c2c1,-3,91,6,2,-9,98,17,121[fluorescence artefact?],100
O=C(Nc1ccccc1-c1nnn(CC(=O)N2CCCc3ccccc32)n1)c1ccco1,0,67,5,-7,-4,74,9,98,87

New compounds follow
Molecule,ERb SRC1 inh,H69AR growth 86K,Candida biofilm,Smad3 FoxH1 inh,ERa SRC1 inh,HUVEC prolif 384,sEH act,ERa SRC1 pot,Lung fibro prol
O=C(Cc1sc(-c2ccccc2)nc1-c1ccccc1)Nc1ccc(Cl)cc1,0[fluorescence artefact?],20*,3,-19[fluorescence artefact?],5[fluorescence artefact?],50,-6,178,67
Cc1onc(-c2ccccc2)c1C(=O)N1CCC(C)CC1,-14,91,6,2,-1[fluorescence artefact?],85,4,101,99
c1ccc(-c2nnc(SCc3nc4ccccc4[nH]3)n2Cc2ccco2)cc1,-13,78,1,-5,-6,78,-11,83,92
Cc1oc(-c2ccc(Cl)cc2)nc1CN1CCCC(C(=O)N2CCN(C(=O)c3ccco3)CC2)C1 (stereo not drawn),-11,87,1,8,-9,87,nt,96[fluorescence artefact?],91
Nc1nc(SCC(=O)N2CCCc3ccccc32)[nH]c(=O)c1-c1ccccc1,-4,70,8,1,-7,88,-6,97,96
CCn1ncc(Br)c1C(=O)Nc1sc2c(c1C(=O)OC)CCC2,9,88,6,-9,2,102,7,144[fluorescence artefact?],96
CCOc1ccccc1Nc1nc2ccccc2[nH]1,-11,71,3,5[fluorescence artefact?],-58,92,-3,106,95
COCCSc1ccccc1C(=O)Nc1nnc(C)s1,5,93,7,-2,17,103,-2,94,103
CN(C)C(=O)N1CCCC(C(=O)NCCc2ccccc2)C1 (stereo not drawn),10,80,1,-6,-14,105,-26,106,107
Cc1cc(C)nc(N2CCN(c3nnnn3-c3ccccc3)CC2)n1,9,90,4,-10,7,94,-27,91,95
Cn1nc(C(=O)Nc2sccc2C(N)=O)ccc1=O,54*[fluorescence artefact?],103,3,5,63*[fluorescence artefact?],93,4,21[fluorescence artefact?],103
CC(=O)ON1C(C)(C)Cc2noc(N)c2C1(C)C,-1,103,0,3,-3,94,-7,95,113
COc1ccc(C)cc1Cn1c(S(C)(=O)=O)nc2ccccc21,49[fluorescence artefact?],101,0,8,0,96,-11,109,97
CC1CCN(C(=O)COc2ccccc2F)CC1,-1,98,-1,0,-2,109,nt,118,nt
O=C(c1ccc(S(=O)(=O)Nc2ccc(F)cc2)cc1)N1CCN(C(=O)c2ccco2)CC1,-8,98,2,7,-2,90,-8,98,91

Taken from the results shown for reference:
Molecule,ERb SRC1 inh,H69AR growth 86K,Candida biofilm,Smad3 FoxH1 inh,ERa SRC1 inh,HUVEC prolif 384,sEH act,ERa SRC1 pot,Lung fibro prol
CC(=O)ON1C(C)(C)Cc2noc(N)c2C1(C)C,-1,103,0,3,-3,94,-7,95,113
COc1ccc(C)cc1Cn1c(S(C)(=O)=O)nc2ccccc21,49[fluorescence artefact?],101,0,8,0,96,-11,109,97

Continued:
Molecule,ERb SRC1 inh,H69AR growth 86K,Candida biofilm,Smad3 FoxH1 inh,ERa SRC1 inh,HUVEC prolif 384,sEH act,ERa SRC1 pot,Lung fibro prol
COc1ccc(C2C3=C(CCCC3=O)Nc3nc4ccccc4n32)c(OC)c1OC (stereo not drawn),4,95,0,-1,2,102,nt,106,106
CCCc1cc(=O)n2[nH]c(NCc3cccs3)nc2n1,0,90,6,-3,-6,98,7,102,100
O=[N+]([O-])c1ccc2cn[nH]c2c1,24[fluorescence artefact?],89,1,-22,22,105,nt,72,100
COc1ccc(-n2c(CCc3ccccc3)nnc2SCC(=O)NCc2ccccc2)cc1,-6,68,-1,-12,-7,99,-4,89,97
Cc1cc(C(=O)Nc2c(C)n(C)n(-c3ccccc3)c2=O)c2ccccc2n1,-12,97,3,-7,-3,96,5,104,95
CC(C)(O)C#Cc1ccc(C(=O)NCc2ccccc2)s1,-3,89,7,-2,1,103,4,109,97
CCC(CC)n1[nH]c(=O)cc1N,-2,111,5,-2,0,108,-1,89,102
O=C(CSc1nc2ccsc2c(=O)n1NC(=O)c1ccccc1)NCc1ccco1,31[fluorescence artefact?],89,6,9,25[fluorescence artefact?],79,6,89,99
CCN1CCN(C(=O)CN(CCc2ccccc2)S(C)(=O)=O)CC1,1,108,2,18,1,106,-4,108,107
COC(=O)c1ccccc1COn1c(=O)c(C)[n+]([O-])c2ccccc21,-13,96,10,8,-10,98,-12,115,102
CCc1nc(SCC(N)=O)c2c(=O)n(C)c(=O)n(C)c2n1,4[fluorescence artefact?],89,7,6,17[fluorescence artefact?],86,-2,92,101
COc1cc(OC)nc(NC(=O)C(C)C)n1,-6,94,0,9,62*,102,3,111,100
Cc1ccc(OCC(O)Cn2c(=N)n(Cc3ccccc3)c3ccccc32)cc1 (stereo not drawn),-4,88,1,-8,1,6.5*,6,90,1.9*
CCN(CC)CCN1C(=O)C(O)=C(C(=O)c2cccs2)C1c1ccccn1 (stereo not drawn),-10,97,-2,6,-110[fluorescence artefact?],91,-1,117,97
Cc1ccc(S(=O)(=O)NCCC(=O)OCn2nnc3ccccc3c2=O)cc1,-5[fluorescence artefact?],85,9,-7,1,106,10,99,101

(continued)
Molecule,ERb SRC1 inh,H69AR growth 86K,Candida biofilm,Smad3 FoxH1 inh,ERa SRC1 inh,HUVEC prolif 384,sEH act,ERa SRC1 pot,Lung fibro prol
CCn1c2ccccc2c2cc(NC(=O)C3CCN(S(=O)(=O)c4cccs4)CC3)ccc21,10,21*,6,6,-6[fluorescence artefact?],39,nt,200[fluorescence artefact?],92
O=c1cc(CO)oc(CN2CCN(c3ccccc3)CC2)c1O,-14,96,4,5,-8,92,-3,134,99
CCC(C)(C)n1nnnc1C(c1ccc(N(C)C)cc1)N1CCN(C2CCCCC2)CC1 (stereo not drawn),5,83,-8,0,5,88,2,121,104
CC(C)N=C(NC#N)SCc1ccccc1,14,107,0,-11,-2,100,nt,99,94
Cc1ccc(S(=O)(=O)N2CCC(C(=O)N[C@@H](C)C(=O)NC3CCCCC3)CC2)cc1,-1,100,9,0[fluorescence artefact?],6,95,nt,96,101
Cc1c(Nc2nc3ccccc3nc2N2CCN(c3ccccc3)CC2)c(=O)n(-c2ccccc2)n1C,-1[fluorescence artefact?],86,1,-6,-5[fluorescence artefact?],91,8,125,97
COc1ccccc1-c1noc(-c2ccco2)n1,-1,88,5,-12,-6,83,0,104,90
O=C(NCc1ccc2c(c1)OCO2)c1ccc2c(c1)C(=O)N(CC1CCCO1)C2=O (stereo not drawn),4,90,0,-5,11,93,-68,104,99
COc1ccc(C)cc1NC(=O)C1CCC(CNc2c(N3CCOCC3)c(=O)c2=O)CC1 (stereo not drawn),16,74,-1,7,-7[fluorescence artefact?],86,2,106[fluorescence artefact?],93
Cc1ccc(Nc2nc(=O)c3cccnc3s2)cc1,-10[fluorescence artefact?],75,5,5[fluorescence artefact?],-4,81,2,124,97
Cc1ccc(C2C(C#N)=C(N)Oc3n[nH]c(-c4cccs4)c32)s1 (stereo not drawn),4,79,-5,49,37,100,-4,89[fluorescence artefact?],98
CC(=O)OCC(=O)[C@@]12OC3(CCCC3)O[C@@H]1C[C@H]1[C@@H]3CCC4=CC(=O)C=C[C@]4(C)[C@@]3(F)[C@@H](O)C[C@@]12C,-2,85,2,3,2,97,nt,114,93

Bioassay records deposited in PubChem by several laboratories.
